cardiac RTF act: cardiac RTF calcium sensitization; 340,000 tested, 0.24% active; AID 493008; activation, % at 7.2 µM; IANBD-labeled TnC RTF fluorescence at EC20 calcium; 0% EC20 calcium, 100% full calcium; P19429+P45379;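 active means activation above the mean over all tested compounds plus 3 SD, cut at about 30% in these data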;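 further: rise in fluorescence read as greater calcium sensitivity of cardiac thin filaments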
OPRM1-OPRD1 ag: agonists of human mu-delta opioid receptor heterodimerization | activation, % at 9.3 µM | P35372+P41143 | AID 504326 | cells, OPRM1-OPRD1 heterodimerization, luminescence | 340,000 tested, 0.3% active; in the data active means activation above about 18%;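 further: 0% = vehicle-treated cells and 100% = reference agonist; values of inactives mirror those of a sister screen read the other way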
Target sequence (P35372 whole entry, looked up): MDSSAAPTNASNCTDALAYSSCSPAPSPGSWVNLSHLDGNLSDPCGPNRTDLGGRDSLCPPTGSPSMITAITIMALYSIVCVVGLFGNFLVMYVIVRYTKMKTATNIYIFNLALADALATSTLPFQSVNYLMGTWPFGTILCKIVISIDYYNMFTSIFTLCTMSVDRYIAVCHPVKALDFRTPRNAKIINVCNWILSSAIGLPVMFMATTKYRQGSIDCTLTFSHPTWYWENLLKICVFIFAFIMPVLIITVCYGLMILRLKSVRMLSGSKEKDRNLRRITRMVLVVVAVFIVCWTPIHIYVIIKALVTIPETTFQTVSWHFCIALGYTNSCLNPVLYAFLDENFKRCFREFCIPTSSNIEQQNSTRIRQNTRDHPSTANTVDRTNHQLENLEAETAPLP
Target sequence (P41143 whole entry, looked up): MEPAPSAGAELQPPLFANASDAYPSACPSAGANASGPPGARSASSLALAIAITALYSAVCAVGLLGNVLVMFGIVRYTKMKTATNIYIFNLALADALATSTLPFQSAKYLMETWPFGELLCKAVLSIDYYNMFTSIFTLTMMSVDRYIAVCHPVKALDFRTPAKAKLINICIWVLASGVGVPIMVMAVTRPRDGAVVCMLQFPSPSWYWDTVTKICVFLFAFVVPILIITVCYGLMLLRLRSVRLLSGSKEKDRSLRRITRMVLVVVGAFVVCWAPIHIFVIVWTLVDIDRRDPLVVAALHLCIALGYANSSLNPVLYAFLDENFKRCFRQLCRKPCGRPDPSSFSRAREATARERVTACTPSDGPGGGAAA
V-ATPase pH: alters yeast V-ATPase proton transport; response, % at 10 µM; S. cerevisiae, pHLuorin cytosolic pH fluorescence; AID 504577; 350,000 tested, 0.37% active; in the data active means response mostly above about 7.3%, no sharp cut-off; inactive means mostly below about 5.4%; further: actives read high; inactives centre near 0; some compounds called inactive have numbers as strong as hits; reference of the scale not given here
LANA DNA inh: blocks KSHV LANA C-terminal domain binding to DNA; MBP-C-LANA/FAM-LBS DNA binding, fluorescence polarization; inhibition, % at 9 µM; 340,000 tested, 0.078% active;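 active means highest replicate inhibition at or above 60% at 9 µM, even if other replicates fall short; inactive means all replicates below 60% inhibition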;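 further: 0% = neutral control wells and 100% = 4 µM acridine orange control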
RTF Ca sens inh: cardiac RTF calcium desensitization; AID 493244; IANBD-labeled cardiac RTF, Ca2+ fluorescence; P19429+P45379; 340,000 tested, 0.12% active; inhibition, % at 7.15 µM;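 active means inhibition above the mean inhibition of all tested compounds plus 3 SD, cut at about 17% in these data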;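 further: assay run at fixed EC70 calcium of 1.6 mM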
Pemphigus Ab inh: inhibitors of pemphigus antibody binding to human desmoglein-3; P32926; DSG3-coupled beads, scFv-anti-DSG3-GFP binding, flow cytometry; hits give low values; binding (percent of control), % at 10 µM; 310,000 tested, 0.48% active; AID 588358;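 active means binding more than 3 SD below its plate's average and above zero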;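 further: hits lower antibody fragment binding to DSG3; some compounds called inactive have numbers as strong as hits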
Arr AP2 block: inhibitors of human beta-arrestin and AP2 interaction. FITC-arrestin peptide / GST-AP2 beads, flow cytometry; AP2 beta2 appendage carries R879A mutation. inhibition, % at 10 µM. 340,000 tested, 0.31% active. AID 504490;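 active means inhibition above a set limit, near 3 SD of compounds lacking own fluorescence, cut at about 54% in these data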;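 further: plate controls were DMSO wells for no effect and 5 µM unlabelled arrestin peptide for full effect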
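system = GST-tagged AP2 beta2-adaptin appendage (R879A) on 4 µm glutathione beads | reagent = FITC-labelled arrestin peptide probe, 50 nM final | schedule = compound with beads 12 min RT, then probe 1 h RT | signal = HyperCyt-sampled flow cytometry, FL1 channel, ex 488/em 535 nm | read-out = percent response from loss of bead-bound FITC fluorescence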
OPRM1-OPRD1 inv: mu-delta opioid heterodimer inverse agonism | inhibition, % at 9.3 µM | P35372+P41143 | 340,000 tested, 0.21% active | cell-based MOR-DOR heterodimer luminescence | AID 504357; in the data active means inhibition above about 22%, passing the limit was not always enough;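 further: 0% = cells with DMSO and 100% = wells without cells with DMSO; values of inactives mirror those of a sister screen read the other way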
Wnt act: activates Wnt/beta-catenin signaling in a reporter cell assay; activator, plate reader; activation, % at 9.35 µM; AID 743398; 300,000 tested, 1.2% active; in the data active means activation above about 30%, passing the limit was not always enough;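 further: 0% = neutral control wells and 100% = positive control wells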
Keap1 Nrf2 FP: Keap1-Nrf2 (human) interaction inhibition; Q14145; Keap1 Kelch-Nrf2 peptide fluorescence polarization, 1536-well; inhibition, % at 9.4 µM; 340,000 tested, 0.15% active; in the data active means inhibition above about 12%;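 further: human Keap1 Kelch domain with fluorescein labeled Nrf2 9mer peptide probe; 0% = neutral control wells and 100% = peptide positive control; higher means more block of Keap1 binding to Nrf2 peptide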
The depositor's hits bear a star; · = no result given; & = joins results of further samples.

Short forms – A = cardiac RTF act; B = OPRM1-OPRD1 ag; C = V-ATPase pH; D = LANA DNA inh; E = RTF Ca sens inh; F = Pemphigus Ab inh; G = Arr AP2 block; H = OPRM1-OPRD1 inv; I = Wnt act; J = Keap1 Nrf2 FP
> O=C(CN1CCN(c2ccccc2O)CC1)Nc1cccnc1Cl
  A = 2 | B = -0.8 | C = -4 | D = -0.9 | E = -5 | F = 93 | G = 3 | H = 4 | I = -1 | J = 1
> COC(=O)c1cn(NC(=O)Cc2cccc(OC)c2)c(=O)c2ccccc12
  A = 5 | B = -2.9 | C = 0 | D = -3.3 | E = -2 | F = 95 | G = -4 | H = 18 | I = -3 | J = -7
> COc1ccc(NC(=O)C(Sc2ccccc2)c2ccccc2)c(OC)c1 (stereo not drawn)
  A = 2 | B = -1.0 | C = -2 | D = 2.8 | E = 0 | F = 107 | G = -4 | H = 5 | I = -5 | J = -7
> Cc1[nH]nc(N=CC2=C(O)CC(C)(C)CC2=O)c1-c1ccccc1
  A = -1&-4 | B = 2.1&1.9 | C = 1&-1 | D = 1.2&0.8 | E = -3&-2 | F = 93&93 | G = -2&8 | H = -11&-10 | I = -4 | J = 4&3
> COc1cc(OC)nc(Oc2ccc(N)c(C)c2)n1
  A = -6 | B = -3.9 | C = 0 | D = -0.8 | E = -5 | F = 102 | G = 7 | H = 18 | I = 1 | J = 1
> CNCc1ccccc1Sc1cc(O)ccc1O
  A = -6 | B = 3.6 | C = 2 | D = -0.9 | E = 2 | F = 99 | G = 24 | H = -20 | I = 10 | J = -8
> CCn1c(C2CC(=O)N(c3cc(C)cc(C)c3)C2)nc2ccccc21 (stereo not drawn)
  A = 6 | B = -2.0 | C = -1 | D = 2.7 | E = -7 | F = 95 | G = 3 | H = 12 | I = -4 | J = 1
> CCCc1nnc(NC(=O)CSc2nc3ccccc3[nH]2)s1
  A = 2 | B = -0.5 | C = 0 | D = 0.9 | E = 0 | F = 102 | G = 17 | H = 2 | I = -1 | J = -1
> Cc1cc(Cl)c(S(=O)(=O)NC(C(=O)O)c2ccccc2)cc1OCC(N)=O (stereo not drawn)
  A = -6 | B = -1.1 | C = 2 | D = 1.2 | E = -1 | F = 91 | G = 40 | H = 6 | I = -6 | J = -1
> O=C(N/N=C/c1coc2ccccc2c1=O)c1cn(-c2ccccc2)nc1-c1ccccc1
  A = 14 | B = 3.4 | C = -1 | D = -0.9 | E = -14 | F = 90 | G = -13 | H = -15 | I = -1 | J = 0
> Cc1ccc(CNC(=O)NCc2ccccc2)cc1
  A = -3 | B = 0.8 | C = 3 | D = 1.2 | E = -13 | F = 83 | G = 9 | H = -4 | I = 7 | J = -3
> O=C(NCCCc1ccccc1)N1CCOCC1
  A = 4 | B = 0.6 | C = 4 | D = 1.1 | E = 0 | F = 105 | G = -19 | H = -3 | I = -1 | J = -3
> Cc1ccnc(N2C(=O)C3C4CC(C(Br)C4Br)C3C2=O)c1 (stereo not drawn)
  A = 4 | B = -2.1 | C = 5 | D = -1.5 | E = -4 | F = 84 | G = 0 | H = 12 | I = · | J = 2
> CCOC(=O)c1ccc(N2C(=O)CC(SCC(N)C(=O)OCC)C2=O)cc1 (stereo not drawn)
  A = 2 | B = -2.6 | C = 8 | D = 0.5 | E = -17 | F = · | G = 25 | H = 15 | I = -4 | J = -2
> O=C(NCCC1CC1(Cl)Cl)c1ccc([N+](=O)[O-])cc1 (stereo not drawn)
  A = 5 | B = -2.9 | C = 0 | D = 0.5 | E = -2 | F = · | G = -3 | H = 13 | I = 8 | J = -5

In the list so far, 5 have sulfur:
Short forms – A = cardiac RTF act; B = OPRM1-OPRD1 ag; C = V-ATPase pH; D = LANA DNA inh; E = RTF Ca sens inh; F = Pemphigus Ab inh; G = Arr AP2 block; H = OPRM1-OPRD1 inv; I = Wnt act; J = Keap1 Nrf2 FP
> COc1ccc(NC(=O)C(Sc2ccccc2)c2ccccc2)c(OC)c1 (stereo not drawn)
  A = 2 | B = -1.0 | C = -2 | D = 2.8 | E = 0 | F = 107 | G = -4 | H = 5 | I = -5 | J = -7
> CNCc1ccccc1Sc1cc(O)ccc1O
  A = -6 | B = 3.6 | C = 2 | D = -0.9 | E = 2 | F = 99 | G = 24 | H = -20 | I = 10 | J = -8
> CCCc1nnc(NC(=O)CSc2nc3ccccc3[nH]2)s1
  A = 2 | B = -0.5 | C = 0 | D = 0.9 | E = 0 | F = 102 | G = 17 | H = 2 | I = -1 | J = -1
> Cc1cc(Cl)c(S(=O)(=O)NC(C(=O)O)c2ccccc2)cc1OCC(N)=O (stereo not drawn)
  A = -6 | B = -1.1 | C = 2 | D = 1.2 | E = -1 | F = 91 | G = 40 | H = 6 | I = -6 | J = -1
> CCOC(=O)c1ccc(N2C(=O)CC(SCC(N)C(=O)OCC)C2=O)cc1 (stereo not drawn)
  A = 2 | B = -2.6 | C = 8 | D = 0.5 | E = -17 | F = · | G = 25 | H = 15 | I = -4 | J = -2

Remaining list, next part:
Short forms – A = cardiac RTF act; B = OPRM1-OPRD1 ag; C = V-ATPase pH; D = LANA DNA inh; E = RTF Ca sens inh; F = Pemphigus Ab inh; G = Arr AP2 block; H = OPRM1-OPRD1 inv; I = Wnt act; J = Keap1 Nrf2 FP
> O=Nc1ccc(O)c2ncccc12
  A = 0 | B = -0.6 | C = 0 | D = -0.2 | E = -3 | F = 101 | G = 5 | H = 3 | I = -25 | J = -1
> CCOC(=O)c1cc(NC(=O)Nc2ccc(OC)c(OC)c2)c(C)nc1C
  A = 0 | B = -4.4 | C = 0 | D = -0.9 | E = -1 | F = 105 | G = 10 | H = 20 | I = -2 | J = -4
> COc1ccc(CCNC(=S)NC(=O)/C=C/c2ccc(C)cc2)cc1OC
  A = 11 | B = 3.8 | C = 0 | D = 2.4 | E = -12 | F = 95 | G = 14 | H = -21 | I = 2&-3 | J = -2
> CC(=O)Nc1cccc(NS(=O)(=O)Cc2ccc(Cl)cc2)c1
  A = 1 | B = -1.1 | C = 1 | D = 1.0 | E = -11 | F = 98 | G = 5 | H = 6 | I = · | J = -2
> Cc1cccc(NS(=O)(=O)c2c(C)nc3scc(C)n3c2=O)c1
  A = -4 | B = -2.0 | C = -8 | D = 0.1 | E = 0 | F = · | G = 8 | H = 10 | I = 2 | J = 1
> Nn1c(SCC(=O)Nc2ccc3c(c2)CCC3)nnc1C1CC1
  A = -1 | B = -1.9 | C = 2 | D = 0.6 | E = 6 | F = 96 | G = -1 | H = 8 | I = 1 | J = -5
> CC(C)CNC(=S)NNC(=O)c1csc2c1CCC(C)C2 (stereo not drawn)
  A = -4 | B = -0.1 | C = 1 | D = -1.0 | E = -2 | F = 103 | G = 4 | H = 1 | I = · | J = 0

Four entries from above in another layout:
Every second line gives: cardiac RTF act | OPRM1-OPRD1 ag | V-ATPase pH | LANA DNA inh | RTF Ca sens inh | Pemphigus Ab inh | Arr AP2 block | OPRM1-OPRD1 inv | Wnt act | Keap1 Nrf2 FP
> COc1ccc(CCNC(=S)NC(=O)/C=C/c2ccc(C)cc2)cc1OC
→ 11 | 3.8 | 0 | 2.4 | -12 | 95 | 14 | -21 | 2&-3 | -2
> CC(=O)Nc1cccc(NS(=O)(=O)Cc2ccc(Cl)cc2)c1
→ 1 | -1.1 | 1 | 1.0 | -11 | 98 | 5 | 6 | · | -2
> Cc1cccc(NS(=O)(=O)c2c(C)nc3scc(C)n3c2=O)c1
→ -4 | -2.0 | -8 | 0.1 | 0 | · | 8 | 10 | 2 | 1
> Nn1c(SCC(=O)Nc2ccc3c(c2)CCC3)nnc1C1CC1
→ -1 | -1.9 | 2 | 0.6 | 6 | 96 | -1 | 8 | 1 | -5

Screening results: PubChem, several laboratories
